WT yeast gro inh: growth inhibition of WT yeast, mitochondrial fusion screen | mitochondrial fusion phenotypic screen, WT strain | 190,000 tested, 2.1% active | inhibition, % at 10 µM | AID 1362; in the data active means inhibition above about 58%; tested in S. cerevisiae
XIAP antagonists: XIAP antagonists, biochemical, IAP family, fluorescence polarization (AID 1018); XIAP BIR domain, fluorescence polarization peptide displacement; higher % means a stronger effect; 200,000 tested, 0.007% active; one-dose displacement, % at 20 µM; IC50 in µM for titrated hits; in the data active means displacement above about 50%; further: a part of the inactive calls stands beside numbers as strong as those of hits
Lipid droplet: hepatic lipid droplet formation modulation; AML12 mouse hepatocytes, oleate lipid droplets, BODIPY imaging; inhibition, % at 6.5 µM; 240,000 tested, 0.4% active; AID 1656;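 active means lipid droplet intensity inhibited by at least 50%, with more than 500 cells counted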
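Assay system: AML12 mouse liver cells | Compound dosing: One dose, 6.5 µM compound | Read-out basis: Droplet intensity reduction, % inhibition | Measured by: Fluorescence imaging, 20x objective, two fields per well | Schedule: Overnight treatment with compound plus oleate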
CSM14.1 death rescue: rescue of cells from ER stress-induced death, primary screen, 384-well, CSM14.1, thapsigargin, ATP luminescence (AID 1222). one-dose cellular ATP content (survival), % at 20 µM; EC50 in µM for titrated hits. CSM14.1 thapsigargin-induced death rescue, ATP luminescence; higher % means a stronger effect. 190,000 tested, under 10 active;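 active means EC50 below 50 µM in the dose-response confirmation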;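 further: death triggered by thapsigargin at about 15 µM added after 2 h compound pretreatment; cell ATP read after overnight thapsigargin exposure of roughly 18 to 22 hours; normalized against plate controls of thapsigargin alone and 5% DMSO vehicle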
Dynein transport: blocks dynein driven cargo transport along microtubules. 3617.4 mouse cells, GR-EGFP nuclear translocation imaging; test concentration mostly 20 µM; stimulated with dexamethasone, 1 µM; active compounds read low. z-score, hits read low. 220,000 tested, 0.47% active;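 active means plate z-score of nuclear minus cytoplasmic receptor signal below a set negative limit, without overly bright fluorescence or cell loss, cut at about -3.5 in these data, passing the limit was not always enough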;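 further: z-score of nuclear minus cytoplasmic ring GR-EGFP intensity difference per well; some compounds called inactive have numbers as strong as hits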
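Also added – dexamethasone, 1.0 µM final · Buffer or medium – tet-free, stripped-serum medium · Schedule – induction 48 h, compound 1 h, agonist 30 min · Detection – formaldehyde fixation, Hoechst nuclear stain, 10x automated fluorescence imaging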
MT stabilize HCS: microtubule stabilizers in HeLa cells. HeLa tubulin immunostaining HCS, 24 h; share of cells brighter than vehicle mean+2SD. % tubulin-high responders, % at 10 µM. 200,000 tested, 0.83% active;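 active means plate Z-score above 3 for both tubulin-high and condensed-nucleus cell shares, with cell loss under 80%, at 10 µM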;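 further: anti alpha tubulin signal scored within the nucleus-defined area of each cell; some results filed as inactive read as strong as hits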
Ins promoter up: MIN6 insulin promoter up-regulation; 190,000 tested, 0.3% active; z-score at 5 µM; MIN6 insulin promoter-GFP reporter, high-content imaging; active compounds read high;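 active means z-score above 3 at 5 µM with at least 500 cells counted in the well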
Autophagy HCS: autophagy modulation, high-content screen; MEF GFP-LC3 puncta imaging; test concentration mostly 10 µM; calls only at 10 µM (by protocol); 190,000 tested, 0.98% active; AID 463193;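 active means percentage of spot-positive cells more than 3 SD above its plate mean, without a fluorescence outlier flag or 80% toxicity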;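 further: spot-positive cell cutoff set from DMSO-treated cells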
bCat nuc transl: beta-catenin nuclear translocation modulation. 190,000 tested, 0.3% active. AID 1665. HeLa beta-catenin nuclear translocation, immunofluorescence imaging. nuclear translocation activity, % at 5 µM;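 active means nuclear translocation activity above 50% at 5 µM, with a well cell count of 50 or more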;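 further: per-cell ratio of nuclear to cytoplasmic median beta-catenin stain intensity; plate controls were DMSO negative control for no effect and GSK-3 inhibitor IX positive control for full effect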
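Assay system: human HeLa cells, native beta-catenin; doses: 5 µM primary, 0.02–20 µM confirmation; incubation: compound treatment 24 h, 37°C, 5% CO2; technique: fluorescence imaging of beta-catenin antibody stain plus DAPI; measure: % activation, nuclear-to-cytoplasmic median beta-catenin signal ratio per cell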
WT yeast gro inh mutant strain: further read-out of WT yeast gro inh, marked with its call; inhibition, %; mitochondrial fusion phenotypic screen, mutant strain inhibition
Dynein transport cytoplasmic EGFP: second read-out of Dynein transport, no call of its own (marks repeat the call); z-score; measured here: cytoplasmic GR-EGFP intensity; active compounds read high
Dynein transport nuclear GR-EGFP: second read-out of Dynein transport, no call of its own (marks repeat the call); z-score; measured here: nuclear GR-EGFP intensity;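 lower value marks the stronger effect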
Dynein transport cell count: also measured in Dynein transport; calls as there; z-score; measured here: cell count per field
Ins promoter up cell count: second read-out of Ins promoter up, no call of its own (marks repeat the call); cell count; measured here: cytotoxicity, nuclei count;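 total cells summed across four imaged fields per well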
Lipid droplet cells 6.5 µM: second read-out of Lipid droplet, no call of its own (marks repeat the call); cell count; measured here: cell count, cytotoxicity flag;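 cells counted across two imaged fields per well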
bCat nuc transl cell count 5 µM: recorded beside bCat nuc transl, whose call it bears; cell count; measured here: cell count, cytotoxicity flag
MT stabilize HCS Hoechst-high %: further read-out of MT stabilize HCS, marked with its call; % Hoechst-high responders; measured here: nuclear condensation Hoechst responders;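 share of cells brighter than vehicle mean plus two SD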
MT stabilize HCS cytotoxicity %: also measured in MT stabilize HCS; calls as there; toxicity, %; measured here: cytotoxicity by cell density;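 0% = mean cell density of plate MIN control wells and 100% = no cells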
Autophagy HCS cell loss 18 h: recorded beside Autophagy HCS, whose call it bears; toxicity, %; measured here: cell loss, nuclei count;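 cell loss after 18 h compound exposure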
Active calls of the source: *; i = inactive; · = no result given. An unsorted share of the library (roughly 4% active in at least one column).

SMILES	WT yeast gro inh	WT yeast gro inh mutant strain	XIAP antagonists	Lipid droplet	Lipid droplet cells 6.5 µM	CSM14.1 death rescue	Dynein transport	Dynein transport cytoplasmic EGFP	Dynein transport nuclear GR-EGFP	Dynein transport cell count	MT stabilize HCS	MT stabilize HCS Hoechst-high %	MT stabilize HCS cytotoxicity %	Ins promoter up	Ins promoter up cell count	Autophagy HCS	Autophagy HCS cell loss 18 h	bCat nuc transl	bCat nuc transl cell count 5 µM
CCN1CCCC1Cn1cnc2c([nH]c3ccc(C)cc32)c1=O (stereo not drawn)	-12	-2	-3.9%	·	·	-1.5%	-0.14	-0.29	0.28	-0.042	4.6	3.9	13	·	·	i	0	·	·
Fc1ccc(NC(=S)Nc2ccccc2N2CCOCC2)cc1Cl	61*	43*	-1.4%	-31	671	0.0%	0.093	-0.31	0.37	-1.2	3.0	2.8	6.8	-1.1	1186	i	-6	-0.2	1075
CCOC(=O)C1CCN(C(=O)C(C)Sc2ccc(Cl)cc2)CC1 (stereo not drawn)	0	0	-3.7%	-5	687	5.6%	-0.78	0.048	-0.28	0.62	2.4	2.0	4.0	-0.35	1265	i	5	-4.1	599
O=C(Cn1c(=O)oc2cc(S(=O)(=O)N3CCCC3)ccc21)N1CCCC1	-9	-7	-4.4%	·	·	-0.2%	-0.45	-0.22	-0.25	0.21	6.6	3.1	5.4	0.12	1031	i	10	9.1	1160
O=C(COc1ncnc2cc([N+](=O)[O-])ccc12)NCCc1ccc(Cl)cc1	9	0	-5.5%	4	701	2.3%	1.6	-0.12	0.48	-0.93	1.6	1.7	2.5	·	·	i	2	1.0	1482
CC(CCc1ccccc1)NC(=O)c1ccco1 (stereo not drawn)	15	-5	-2.2%	-4	692	-1.9%	0.088	-0.23	0.019	0.14	4.2	2.0	1.6	·	·	i	1	0.5	1138
COC(=O)c1scc(C)c1NC(=O)Nc1ccccc1	1	14	-2.9%	-1	638	-3.0%	-0.8	-0.23	-0.66	1.1	1.7	1.2	9.1	-0.19	1832	i	-8	-1.8	1014
O=C(CCc1nc(-c2ccccc2)c(-c2ccccc2)o1)OCc1ccc(Br)cc1	24	18	-0.5%	-2	819	0.8%	-0.34	-0.1	-0.024	0.49	2.0	1.3	8.9	-0.25	910	i	-6	·	·
CCCCOc1ccc(C(C)NC(=O)CCS(=O)(=O)Cc2ccccc2F)cc1 (stereo not drawn)	-1	5	-5.3%	11	611	0.5%	0.15	-0.27	0.063	0.94	3.5	2.3	9.5	-0.07	1439	i	-4	0.9	1091
O=C(Nn1c(=O)[nH]c2ccccc2c1=O)c1ccco1	-12	7	-6.0%	3	786	1.6%	-0.71	-0.18	-0.48	1.1	2.6	2.3	9.6	-0.06	876	i	2	-0.6	1161
CC(C)(C)C(=O)NC1CCN(C(=O)N2CCCC2)CC1	12	18	0.2%	-29	595	·	-0.037	-0.22	-0.053	0.038	3.2	2.2	4.4	-0.06	1357	i	-8	0.6	1068
Cc1cc(NC(=O)Cn2c(C)nc3ccccc3c2=O)ccc1Br	10	0	-5.1%	15	814	-0.3%	-0.24	-0.086	-0.1	0.86	3.6	2.2	7.8	0.63	887	i	1	·	·
Cc1cc(N2CCN(C(c3ccccc3)c3ccc(Cl)cc3)CC2)n2ncnc2n1 (stereo not drawn)	74*	43*	-6.2%	7	723	-2.9%	-1.2	-0.21	-0.1	0.58	2.5	2.4	3.7	-0.38	1226	i	24	-0.9	597
CN(C)CCNc1oc(COc2ccc(Cl)cc2)nc1C#N	14	3	-4.4%	0	747	-0.7%	0.38	-0.24	0.16	-0.9	3.3	2.2	9.7	0.22	1118	i	0	-0.9	1111
CNC(=S)N(CCc1ccc(OC)c(OC)c1)C1CC(=O)N(c2ccccc2)C1=O (stereo not drawn)	·	·	·	19	718	·	0.91	-0.088	0.49	-0.93	·	·	·	0.22	940	·	·	0.7	1383
COC(=O)c1cc(NC(=S)N2CCN(C(=O)C3CCCO3)CC2)cc(C(=O)OC)c1 (stereo not drawn)	-5	9	-1.7%	-11	738	-0.3%	0.023	0.47	0.3	0.36	3.6	1.6	4.1	-0.07	1390	i	7	-3.0	1006
O=C1c2ccccc2C(=O)N1CCc1c[nH]c2ccccc12	-6	11	-3.8%	5	787	0.8%	-0.75	-0.31	-0.3	1.1	3.1	1.8	6.2	-0.65	1424	i	-25	-0.6	1083
COCc1cc(C)nc2sc(C(=O)NCCO)c(-n3cccc3)c12	3	-8	-0.6%	2	750	-0.4%	-0.56	-0.23	-0.26	0.77	7.6	2.3	8.2	·	·	i	17	-1.0	539
CSc1ccccc1NC(=O)c1cnc2scc(C)n2c1=O	14	6	-3.5%	6	691	-3.8%	-0.8	-0.19	-0.21	0.42	2.1	2.4	1.6	0.51	1864	i	3	-0.8	1050
O=C(COc1cccnc1[N+](=O)[O-])Nc1ccc(Cl)c(S(=O)(=O)N2CCOCC2)c1	·	·	·	11	773	·	-0.88	-0.26	-0.47	1.2	·	·	·	-0.1	1375	·	·	-1.4	1138
CCOC(=O)N1CCC(NC(=O)CN2C(=O)CCSc3ccccc32)CC1	8	3	-4.5%	-5	655	-0.4%	1.1	-0.19	0.88	-0.57	3.6	2.4	11	0.43	1838	i	-4	-0.3	1063
Cc1onc(-c2ccccc2Cl)c1C(=O)N1CCc2ccccc21	5	-8	0.1%	-9	716	·	0.2	-0.25	0.39	0.43	3.0	2.1	11	-0.33	1291	i	1	0.5	1081
N#CC1=C(N)N(c2ccccc2)C(=O)C1	-3	-41	-1.3%	-7	804	-2.6%	0.7	-0.28	0.2	-1.3	1.0	1.1	13	0.43	933	i	-1	-3.5	1064
COc1cccc(CN2CCN(c3nc4nonc4nc3NC3CC3)CC2)c1	-23	-11	1.1%	0	711	-0.1%	-0.61	-0.27	0.096	0.67	3.8	2.1	7.0	-0.41	1439	i	17	0.8	1415
CC1CC(C(F)F)n2nc(C(=O)Nc3sc4c(c3C#N)CCC(C(C)(C)C)C4)nc2N1 (stereo not drawn)	3	0	-7.3%	13	733	2.2%	-0.53	-0.28	-0.73	0.16	3.8	2.1	2.9	-0.49	1925	i	8	-1.2	1167
O=C(OC(C(=O)NCC1CCCO1)c1ccc(F)cc1)c1cccs1 (stereo not drawn)	1	-51	-3.5%	2	772	-0.9%	-1.1	-0.21	-0.79	0.44	3.1	1.3	4.3	0.38	1170	i	27	-0.3	1076
CC(=O)c1cccc(NC(=O)NC2CCCCC2)c1	8	5	-2.8%	·	·	-2.1%	-0.35	-0.36	-0.1	0.28	5.0	3.3	5.4	-0.08	956	i	-2	0.7	1113
COc1cc2c(cc1OC)CN(c1ccc(-c3ccccc3OC)nn1)CC2	0	-11	-8.3%	-7	702	-4.7%	-2.1	1.7	-0.94	-2.1	5.7	2.0	12	-0.84	1209	i	16	-3.2	1268
Cc1ccc(N(CC(=O)N/N=C/c2ccc(OCC(N)=O)cc2)S(C)(=O)=O)cc1Cl	-10	3	-5.3%	-1	655	0.6%	0.59	-0.2	0.17	0.63	5.3	2.2	1.5	-0.06	1460	i	42	0.3	1443
CN(C)S(=O)(=O)c1cccc(NC(=O)CNCC2CCCCC2)c1	-10	-13	-0.1%	16	677	-2.6%	1.2	-0.38	-0.11	-0.41	2.9	1.6	2.3	0.41	1540	i	-6	-4.9	1102
O=c1cc(-c2ccccc2F)oc2ccccc12	2	8	-1.9%	10	737	-3.2%	-0.78	-0.24	-0.2	0.016	2.3	1.6	3.6	·	·	i	-17	1.4	401
Cc1cnc(C(=O)Nc2ccc(S(=O)(=O)NCC(C)C)cc2)cn1	1	-25	2.3%	-22	687	0.9%	-0.65	-0.065	-0.33	-0.57	1.8	1.0	7.7	0.11	1587	i	12	1.0	1532
CCOC(=O)C1=C(C)NC(C)=C(C(=O)OCC)C1C(=O)OCC(=O)N1CCc2ccccc21	14	-2	-0.6%	·	·	0.2%	-0.23	-0.18	-0.16	0.21	3.3	2.2	8.7	-0.87	1120	i	-6	-3.6	745
COCCCNC(=O)c1cc2cc([N+](=O)[O-])cc(OC)c2oc1=O	-9	5	-7.5%	2	647	·	1.1	0.27	0.36	-1.2	1.4	3.0	0.8	-0.26	1042	i	-4	-0.4	1141

In the list so far, these contain a cyano group:
SMILES	WT yeast gro inh	WT yeast gro inh mutant strain	XIAP antagonists	Lipid droplet	Lipid droplet cells 6.5 µM	CSM14.1 death rescue	Dynein transport	Dynein transport cytoplasmic EGFP	Dynein transport nuclear GR-EGFP	Dynein transport cell count	MT stabilize HCS	MT stabilize HCS Hoechst-high %	MT stabilize HCS cytotoxicity %	Ins promoter up	Ins promoter up cell count	Autophagy HCS	Autophagy HCS cell loss 18 h	bCat nuc transl	bCat nuc transl cell count 5 µM
CN(C)CCNc1oc(COc2ccc(Cl)cc2)nc1C#N	14	3	-4.4%	0	747	-0.7%	0.38	-0.24	0.16	-0.9	3.3	2.2	9.7	0.22	1118	i	0	-0.9	1111
N#CC1=C(N)N(c2ccccc2)C(=O)C1	-3	-41	-1.3%	-7	804	-2.6%	0.7	-0.28	0.2	-1.3	1.0	1.1	13	0.43	933	i	-1	-3.5	1064
CC1CC(C(F)F)n2nc(C(=O)Nc3sc4c(c3C#N)CCC(C(C)(C)C)C4)nc2N1 (stereo not drawn)	3	0	-7.3%	13	733	2.2%	-0.53	-0.28	-0.73	0.16	3.8	2.1	2.9	-0.49	1925	i	8	-1.2	1167
